Source: PubChem BioAssay (Broad Institute)
GSIS activator: primary screen for activators of insulin secretion dependent on glucose, INS-1E cells, GLuc reporter luminescence. activation, % at 16.6 µM. INS-1E GLuc reporter insulin secretion, 2-3 h. 370,000 tested, 0.61% active;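 active = lowest replicate activation of at least 40%, so every replicate reaches that level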;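 also: 0% = median of neutral control wells and 100% = median of IBMX positive control wells; some compounds called inactive have numbers as strong as hits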
PGC1a acetyl inh: lowers PGC1a acetylation signal in U2OS cells. AlphaScreen anti-acetyl-lysine; with virally co-expressed GCN5 acetyltransferase. inhibition, % at 15.6 µM. 350,000 tested, 0.17% active;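 active = every replicate shows inhibition of at least 40%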;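 also: 0% = neutral control wells and 100% = positive control wells; some results beyond the cut were filed as inactive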
FN deposition inh: fibronectin deposition inhibition | 350,000 tested, 0.086% active | inhibition, % at 12.6 µM | AID 743247 | AH1F fibroblasts, Alexa488-fibronectin deposition fluorescence, overnight;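 active = mean inhibition across replicates of 30% or more, regardless of how many single replicates reach that level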;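 also: positive control wells lacked labelled fibronectin entirely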
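material = AH1F fibroblast monolayer depositing Alexa488-labelled fibronectin into matrix | amount = 10000 AH1F cells/well | buffer or medium = DMEM plus 2% serum, read in PBS | incubation = 1 h cell adhesion before compound, then overnight fibronectin incubation | detection = fluorescence at 485 nm excitation, 525 nm emission | evaluation = percent inhibition as loss of matrix-bound fibronectin fluorescence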
miR122 inh: inhibitors of miR-122 in Huh7 cells; Huh7 miR-122 Renilla luciferase sensor, 48 h; neutral wells = 0, positive control = 100; activation (reporter increase), % at 12.5 µM; 340,000 tested, 0.3% active; AID 602342;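 active = mean replicate activation score at least 90 and every replicate individually at or above 90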;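 also: higher luciferase means less miR-122 activity so hits act as miR-122 inhibitors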
PglD DTNB: inhibitors of Campylobacter jejuni PglD acetyltransferase; purified PglD enzyme, DTNB colorimetric CoA detection; inhibition, % at 12.5 µM; 360,000 tested, 0.098% active; in the data active = inhibition above about 16%, passing the limit was not always enough; also: strong numbers were not always called active
Cneo AK release: causes C. neoformans cell lysis; adenylate kinase release luminescence, 4 h; normalised: neutral wells 0, clomiphene wells 100; lysis activity, % at 15 µM; 360,000 tested, 0.2% active;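 active = mean lysis activity across replicates of at least 80%, whatever share of replicates individually reach that level; inactive = mean lysis activity below 80%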
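Test system: log-phase Cryptococcus neoformans yeast cells. Input: 5 × 10^6 yeast cells/mL. Medium: fresh YPD growth medium. Doses: single dose. Incubation: static 4 h at 37 °C with compound, 1 h detection. Measured by: luminescent adenylate kinase detection reagent. Read-out: signal increase indicating cell lysis. Benchmarks: Clomiphene.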
CFTR F508del cor: CFTR F508del correction in bronchial cells; CFBE cells, YFP halide quenching; stimulated with forskolin plus potentiator P3; % fluorescence drop versus neutral controls; activity (quench increase), % at 7.58 µM; 350,000 tested, 0.36% active; AID 720511;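 active = mean added fluorescence quench of at least 8% versus neutral control, with both replicates also reaching 8%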;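 also: cells transiently co-express mutant CFTR-F508del with the halide-sensitive YFP; corrector assay measuring rescue of mutant channel to the surface after 24 h compound exposure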
C2C12 statin: suppressors of simvastatin-induced myotoxicity in C2C12 myotubes. ATP luminescence, 48 h; scaled: DMSO 0, geranylgeraniol control 100. rescue of ATP level, % at 7.49 µM. 330,000 tested, 0.78% active. AID 602340;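 active = mean ATP rescue above about 67%, or every replicate alone reaching that limit, limit read from the data, passing the limit was not always enough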;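 also: myotubes were challenged with 10 µM simvastatin during compound exposure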
An asterisk follows results filed as active; nt = not tested or not shown; [ ] = dose if it differs, or a comment.

SMILES	GSIS activator	PGC1a acetyl inh	FN deposition inh	miR122 inh	PglD DTNB	Cneo AK release	CFTR F508del cor	C2C12 statin
Oc1ccc(N2CCN(c3ccnc4cc(Cl)ccc34)CC2)cc1	12	nt	0	2	0	1	-1.5	-32
CCCCC1=CC2=CC(=O)C(C)(OC(=O)c3cccs3)C(=O)C2=CO1 (stereo not drawn)	nt	9	-25	-2	-4	-1	3.8	12
COCCCNC(=O)c1nc2c(nnn2Cc2cc(C)ccc2C)c(=O)[nH]1	-25	nt	nt	-2	1	3	nt	2
CCN(CC(=O)Nc1c(F)cccc1F)C(=O)CCc1nc2sc3c(c2c(=O)[nH]1)CCCC3	1	20	1	2	2	0	0.9	-7
Cc1nnc(SCC(=O)NC2CCCC2)s1	nt	17	-3	0	2	0	nt	4
C[C@@H]1CN([C@@H](C)CO)C(=O)c2cc(Br)cnc2O[C@H]1CN(C)Cc1ccc2c(c1)OCO2	19	-5	nt	0[16.7 µM]	4	-4	-0.6	nt
CS(=O)(=O)N1CCCC(C(=O)Nc2ccccc2)C1 (stereo not drawn)	-5	-6	0	9	8	-6	1.4	-4
Cc1cccc(N2CCCn3c2nc2c3c(=O)[nH]c(=O)n2C)c1	-6	8	-5	-7	-4	-2	1.2	-5
Cc1cc(N2C(=O)c3ccc(C(=O)Nc4ccc(CC(=O)O)cc4)cc3C2=O)no1	16	2	-5	nt	2	1	1.0	1
COc1ccc(CNC(=O)CSc2nc3c(oc4ccccc43)c(=O)n2CC2CCCO2)cc1 (stereo not drawn)	17	nt	5	nt	0	3	-5.9	-7
N#CCCN(C(=O)COC(=O)CCc1c[nH]c2ccccc12)c1ccc(F)cc1	-12	4	2	7	1	0	-0.8	1
CN(CCO)C(=O)c1c(NC(=O)c2ccccc2)sc2c1CCCC2	5	15	-1	3	-1	-2	-1.5	-1
COc1ccc(C2=NN(C(=O)CN3CCCCC3)C(c3ccc(OC)cc3)C2)cc1 (stereo not drawn)	0	6	-1	nt	nt	nt	-1.4	nt
COc1ccc(OC)c(NS(=O)(=O)c2ccc3[nH]c(=O)[nH]c3c2)c1	-2	4	2	3	nt	-2	-2.7	4
O=C(CCc1nc2ccccc2[nH]1)Nc1ccc(F)cc1	nt	4	-3	nt	-4	2	nt	4

Structural class, the compounds so far with an aryl thioether with sulfur outside any ring (2)
SMILES	GSIS activator	PGC1a acetyl inh	FN deposition inh	miR122 inh	PglD DTNB	Cneo AK release	CFTR F508del cor	C2C12 statin
Cc1nnc(SCC(=O)NC2CCCC2)s1	nt	17	-3	0	2	0	nt	4
COc1ccc(CNC(=O)CSc2nc3c(oc4ccccc43)c(=O)n2CC2CCCO2)cc1 (stereo not drawn)	17	nt	5	nt	0	3	-5.9	-7

More records
SMILES	GSIS activator	PGC1a acetyl inh	FN deposition inh	miR122 inh	PglD DTNB	Cneo AK release	CFTR F508del cor	C2C12 statin
OCC1(CCOc2ccccc2)CCN(Cc2cc(Cl)ccc2O)CC1	-11	nt	-1	nt	-1	0	-3.4	14
O=C(O)Cc1csc(NC(=O)CSc2cccc(C(=O)O)n2)n1	nt	4	-1	-5	7	0	-0.1	nt
CCc1ccc(NC(=O)CNCc2ccc(OC)c(OC)c2)cc1	0	8	3	-5	-4	-2	0.1	13
COc1cc2c(cc1OC)CN(C(=O)C1CCCN1S(=O)(=O)c1ccc(F)cc1)CC2 (stereo not drawn)	8	nt	2	1	-2	5	3.6	-8
CCC1(c2ccccc2)NC(=O)N(CC(=O)N2CC(=O)Nc3ccccc32)C1=O (stereo not drawn)	30	9	0	1	-2	1	-1.2	-7
C[C@H](NC(=O)[C@H]1[C@H](CO)[C@H]2Cn3c(cccc3=O)[C@@H]1N2Cc1cccnc1)c1ccccc1	-1	nt	nt	0[16.7 µM]	-3	45	-2.1	7
Cc1cnc(NC(=O)c2ccc(-c3nc4ccccc4s3)o2)s1	nt	-7	-1	4	0	-1	nt	-9
O=C(c1ccc(CSc2ccccc2)cc1)N1CCN(c2ccccc2)CC1	-13	-3	0	-4	2	0	1.0	-2
CN(CC(=O)Nc1cccc(F)c1)CC(=O)Nc1ccccc1Oc1ccccc1	-35	-4	0	7	-7	-1	0.4	-4
O=C(NC1CCCCC1)C(c1ccc(F)cc1)N(CCCN1CCOCC1)C(=O)c1ccc(CN2CCOCC2)o1 (stereo not drawn)	-6	11	-2	-2	-1	0	0.8	-17
C[C@@H]1CCCCO[C@@H](CN(C)C(=O)Nc2ccc(C(F)(F)F)cc2)[C@H](C)CN([C@H](C)CO)C(=O)c2cc(NC(=O)Nc3cccc4ccccc34)ccc2O1	-5	nt	3	-2[16.7 µM]	-1	58	1.2	15
CC(C)CC#Cc1ccc([C@H]2[C@H](CO)N3CCCCN(S(=O)(=O)Cc4ccccc4)C[C@@H]23)cc1	30	-11	nt	-22[16.7 µM]	0	0	-2.1	nt
CCS(=O)(=O)N1CCCCN2[C@H](CO)[C@@H](c3ccc(C#Cc4ccccc4OC)cc3)[C@@H]2C1	11	-4	nt	-1[16.7 µM]	-4	2	-1.6	nt
COc1ccccc1NC(=O)Nc1ccc2c(c1)C(=O)N(C)C[C@H](OC)[C@H](C)CN(C)[C@@H](C)CO2	6	-1	14	nt	-2	-1	-4.7	13
C[C@H]1CN([C@@H](C)CO)C(=O)Cc2cc(NC(=O)CCCCCC(=O)Nc3ccccc3N)ccc2O[C@@H]1CN(C)C	25	11	nt	-5[16.7 µM]	3	0	-0.9	3

Some of the entries above, set out differently:
molecule,GSIS activator,PGC1a acetyl inh,FN deposition inh,miR122 inh,PglD DTNB,Cneo AK release,CFTR F508del cor,C2C12 statin
O=C(CCc1nc2ccccc2[nH]1)Nc1ccc(F)cc1,nt,4,-3,nt,-4,2,nt,4
OCC1(CCOc2ccccc2)CCN(Cc2cc(Cl)ccc2O)CC1,-11,nt,-1,nt,-1,0,-3.4,14
O=C(O)Cc1csc(NC(=O)CSc2cccc(C(=O)O)n2)n1,nt,4,-1,-5,7,0,-0.1,nt
CCc1ccc(NC(=O)CNCc2ccc(OC)c(OC)c2)cc1,0,8,3,-5,-4,-2,0.1,13
COc1cc2c(cc1OC)CN(C(=O)C1CCCN1S(=O)(=O)c1ccc(F)cc1)CC2 (stereo not drawn),8,nt,2,1,-2,5,3.6,-8
CCC1(c2ccccc2)NC(=O)N(CC(=O)N2CC(=O)Nc3ccccc32)C1=O (stereo not drawn),30,9,0,1,-2,1,-1.2,-7
C[C@H](NC(=O)[C@H]1[C@H](CO)[C@H]2Cn3c(cccc3=O)[C@@H]1N2Cc1cccnc1)c1ccccc1,-1,nt,nt,0[16.7 µM],-3,45,-2.1,7
Cc1cnc(NC(=O)c2ccc(-c3nc4ccccc4s3)o2)s1,nt,-7,-1,4,0,-1,nt,-9
O=C(c1ccc(CSc2ccccc2)cc1)N1CCN(c2ccccc2)CC1,-13,-3,0,-4,2,0,1.0,-2
CN(CC(=O)Nc1cccc(F)c1)CC(=O)Nc1ccccc1Oc1ccccc1,-35,-4,0,7,-7,-1,0.4,-4
O=C(NC1CCCCC1)C(c1ccc(F)cc1)N(CCCN1CCOCC1)C(=O)c1ccc(CN2CCOCC2)o1 (stereo not drawn),-6,11,-2,-2,-1,0,0.8,-17
C[C@@H]1CCCCO[C@@H](CN(C)C(=O)Nc2ccc(C(F)(F)F)cc2)[C@H](C)CN([C@H](C)CO)C(=O)c2cc(NC(=O)Nc3cccc4ccccc34)ccc2O1,-5,nt,3,-2[16.7 µM],-1,58,1.2,15
CC(C)CC#Cc1ccc([C@H]2[C@H](CO)N3CCCCN(S(=O)(=O)Cc4ccccc4)C[C@@H]23)cc1,30,-11,nt,-22[16.7 µM],0,0,-2.1,nt
CCS(=O)(=O)N1CCCCN2[C@H](CO)[C@@H](c3ccc(C#Cc4ccccc4OC)cc3)[C@@H]2C1,11,-4,nt,-1[16.7 µM],-4,2,-1.6,nt
COc1ccccc1NC(=O)Nc1ccc2c(c1)C(=O)N(C)C[C@H](OC)[C@H](C)CN(C)[C@@H](C)CO2,6,-1,14,nt,-2,-1,-4.7,13
C[C@H]1CN([C@@H](C)CO)C(=O)Cc2cc(NC(=O)CCCCCC(=O)Nc3ccccc3N)ccc2O[C@@H]1CN(C)C,25,11,nt,-5[16.7 µM],3,0,-0.9,3

New compounds follow
SMILES	GSIS activator	PGC1a acetyl inh	FN deposition inh	miR122 inh	PglD DTNB	Cneo AK release	CFTR F508del cor	C2C12 statin
C[C@H](CO)N1C[C@H](C)[C@H](CN(C)Cc2ccncc2)Oc2ccc(NC(=O)CCC(F)(F)F)cc2C1=O	12	6	nt	5[16.7 µM]	-1	149*	-0.9	-16
Cc1cc(OCCCC(=O)NCCc2ccccn2)ccc1Cl	6	nt	-2	2	-4	0	0.5	4
Cc1cc(C)c2[nH]c(=O)c(C(c3nnnn3C(C)(C)C)N(Cc3ccco3)CC3CCCO3)cc2c1 (stereo not drawn)	-31	-52	-1	-5	6	-2	nt	-18
O=C1CC(c2ccccc2)CC(O)=C1C=NC1CCCCC1 (stereo not drawn)	2	3	nt	-1	4	0	nt	-30
Cc1nnsc1S(=O)(=O)Cc1ccccc1Cl	nt	nt	6	-12	-7	0	nt	nt
O=C(/C=C/c1ccco1)NC(=S)Nc1ccc(O)c(-c2nc3ccccc3s2)c1	-2	10	8	10	5	-4	nt	nt
Cc1nn(-c2ccccc2)c(N2CCCC2)c1/C=N/NC(=S)Nc1cc(C(F)(F)F)ccc1Cl	-5	-5	nt	0	-3	-2	nt	nt
C[C@@H]1CN([C@H](C)CO)S(=O)(=O)c2ccc(C#CC3CC3)cc2O[C@H]1CN(C)C(=O)C1CCCCC1	-10	-1	-1	26[16.7 µM]	nt	nt	-1.2	-79
C[C@H]1CN([C@@H](C)CO)C(=O)c2cccc(NS(C)(=O)=O)c2O[C@H]1CN(C)C(=O)Nc1ccc(C(F)(F)F)cc1	15	9	nt	-3[16.7 µM]	-1	66	-1.5	-1
Cc1ccc(C)c(-c2csc(Nc3ncccn3)n2)c1	5	1	4	6	5	0	-1.2	3
COc1ccc(CN2CCCC(C(=O)N3CCc4ccccc4C3)C2)cc1OC (stereo not drawn)	5	-1	-4	-1	0	1	1.1	14
Cc1ccc(C)c(/C(O)=C2\C(=O)C(=O)N(Cc3cccnc3)C2c2cccnc2)c1 (stereo not drawn)	nt	1	8	2	-1	0	nt	2
Cc1ccc2c(C)c(C(=O)Nc3ccc(S(N)(=O)=O)cc3)oc2c1C	10	-7	-4	-10	-2	28	-2.5	3
O=C(Nc1ccccc1C(=O)O)c1ccc(CN2C(=O)c3ccccc3C2=O)cc1	-3	7	-18	-5	3	-7	3.9	-4
CCC(C)n1c(=N)c(C#N)cc2c(=O)n3cccc(C)c3nc21 (stereo not drawn)	-1	3	10	nt	nt	nt	-0.5	nt
CC(Sc1nc2ccccc2s1)C(=O)N(C)Cc1ccccc1 (stereo not drawn)	1	nt	13	nt	-8	-9	-0.8	24
CC(C)(C)c1cc(NC(=O)CCSc2nnc3ccccn23)cc(C(C)(C)C)c1	nt	-3	7	-8	5	-2	nt	-32
CSc1ccccc1NC(=O)COC(=O)c1ccc(-n2nc(C)cc2C)cc1	15	0	2	-8	0	-2	4.4	7
COc1cccc(C(=O)NC(=S)Nc2ccc(Cl)c(C(=O)O)c2)c1	nt	4	nt	-2	0	-4	nt	7
CC(=O)Oc1ccc(/C=C2\N=C(C3CCCCC3)OC2=O)cc1	3	-3	-8	nt	nt	nt	-0.7	nt
COc1ccc2oc(C(=O)Nc3nccs3)c(C)c2c1	8	nt	1	nt	nt	nt	0.7	-25
